# Screening results: PubChem, National Center for Advancing Translational Sciences (NCATS)
# Rab9 promoter act: Rab9 promoter activation; Huh7 Rab9 promoter-luciferase reporter, luminescence, 24 h; Potency, µM (top dose mostly 9.22 µM), for the others: at the highest dose activation, negative = inhibition, actives largely listed as activators; 320,000 tested, 2.8% active; AID 485297; note: potency is the fitted concentration of half-maximal effect; % of control where 0% means no effect; nearly all actives have a fitted effect of over 60% in size
#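 Cell-based reporter: Huh7 stable for Rab9 promoter-driven luciferase, plated in reduced-serum medium with 10% FBS at 1500 cells/well, compound-treated 24 h at 37 °C, luminescence read after 10 min reagent.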
# Giardia killer: Giardia lamblia killing; Giardia lamblia trophozoite viability; activity change, % at 7.66 µM, hits read low; 340,000 tested, 0.15% active; in the data active = activity change below about -80%; inconclusive = between about -30% and that limit;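 note: parasites exposed to compound for two days anaerobically before the ATP read; % is set by controls: 0 for no effect and ±100 for the full control effect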
#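 Viability, read as ATP luminescence: trophozoites at 100 cells/well, compound added, 48 hrs anaerobic at 37 deg C, then 15-30 min room-temperature development before reading.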
# NPC1 prom act: NPC1 promoter activation | Huh7 NPC1 promoter luciferase reporter, 24 h | Potency, µM (titrated, usually from 9.22 µM), for inactives: top-dose activation, actives largely listed as activators | 320,000 tested, 2.4% active;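 note: potency is the fitted concentration of half-maximal effect; % of control where 0% means no effect; nearly all actives have a fitted effect of over 60% in size; reporter is driven by a mutant NPC1 promoter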
#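 Quantitative HTS used a cell-based reporter: Huh7 cells stably bearing the NPC1 promoter upstream of luciferase were treated with compounds for 24 h, and promoter activation was read as luminescence.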
# RORgamma inh: blocks mouse ROR gamma transcriptional activity; Drosophila S2 Gal4-RORgamma UAS-luciferase reporter, 20 h; Potency, µM (highest dose often 53.6 µM), inactives show at the highest dose activity change, negative = inhibition, hits mostly inhibitors; 310,000 tested, 5.4% active; AID 2551; note: potency is the fitted concentration of half-maximal effect; % is set by controls: 0 for no effect and ±100 for the full control effect; nearly all actives have a fitted effect of over 60% in size
# Target sequence (P51450 whole entry, looked up, the tested form may be a part): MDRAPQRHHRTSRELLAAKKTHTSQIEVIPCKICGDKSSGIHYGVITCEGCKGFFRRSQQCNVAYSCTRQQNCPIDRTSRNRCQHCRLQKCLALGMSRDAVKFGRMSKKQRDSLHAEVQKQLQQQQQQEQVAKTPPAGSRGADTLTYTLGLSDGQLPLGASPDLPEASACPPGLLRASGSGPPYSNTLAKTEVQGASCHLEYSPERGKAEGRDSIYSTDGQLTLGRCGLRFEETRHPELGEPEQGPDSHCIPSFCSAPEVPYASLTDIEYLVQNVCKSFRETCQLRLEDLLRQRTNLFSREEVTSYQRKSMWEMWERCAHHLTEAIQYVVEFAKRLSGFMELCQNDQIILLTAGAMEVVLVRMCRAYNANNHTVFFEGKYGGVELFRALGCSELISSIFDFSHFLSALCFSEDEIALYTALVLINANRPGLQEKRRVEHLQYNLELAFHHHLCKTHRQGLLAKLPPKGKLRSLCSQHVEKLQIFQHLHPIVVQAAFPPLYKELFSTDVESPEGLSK
#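 In this cell-based reporter format, copper sulfate (700 uM final) drives Gal4–ROR gamma fusion expression from a metallothionein promoter in Drosophila Schneider cells; compounds preincubated 1 hr, reporter read after 20 hr at ambient temperature.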
# ELG1 genotoxic: induces genotoxicity in HEK293T cells with luciferase-tagged ELG1. HEK293T ELG1-luciferase reporter, luminescence, 16 h. Potency, µM (highest dose often 46 µM), for the others: at the top dose activity change, positive = activation, most hits filed as activators. 330,000 tested, 1.3% active. AID 504466; note: potency is the fitted concentration of half-maximal effect; % of control where 0% means no effect; nearly all actives have a fitted effect of over 60% in size
#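 HEK293T cells expressing luciferase-tagged ELG1 were treated with compound or DMSO for 16 hr at 37°C. Luciferase activity was then read after 30 min with ONE-Glo at room temperature; rising signal flags genetic stress.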
# KCNH2 3.1 inh: inhibitors of human KCNH2 3.1 potassium channel isoform; U2OS KCNH2 3.1, thallium flux FluxOr; stronger effect = lower value; activity change, % (tested at about 1.8 µM); 340,000 tested, 0.95% active;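 active = maximum activity change below -70%; inconclusive = maximum activity change from -70% to -50%; inactive = maximum activity change above -50%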;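 note: thallium influx rate constant from kinetic fluorescence after stimulation buffer; % is set by controls: 0 for no effect and ±100 for the full control effect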
#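 U2OS cells transduced with KCNH2 3.1 mutant virus (1.77 x 10^8 /mL, 4 h), plated overnight at 37 C, loaded 45 min with FluxOr dye plus Red40 quencher. Thallium flux rate constant from kinetic reads after stimulation buffer, normalised to controls.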
# Gal4-VP16 FLuc: inhibits Gal4-VP16 luciferase reporter, ROR gamma counter-screen. 310,000 tested, 3.5% active. Potency, µM (doses to about 53.6 µM), for inactives: top-dose activity, negative = inhibition, usual class: inhibitors. Drosophila S2 Gal4-VP16 UAS-luciferase, luminescence, 20 h;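 note: Gal4-VP16 expression switched on by copper sulfate through the metallothionein promoter; potency is the fitted concentration of half-maximal effect; % is set by controls: 0 for no effect and ±100 for the full control effect; nearly all actives have a fitted effect of over 50% in size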
# Coupling enz: coupling enzyme interference in Giardia aldolase counter-screen | 290,000 tested, 0.67% active | coupling enzyme system counterscreen, AmpLite Red fluorescence | activity change, negative = inhibition, % at 58.2 µM, hits read low; in the data active = activity change below about -30%; note: % is set by controls: 0 for no effect and ±100 for the full control effect
#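 Activity here indicates interference with the coupling reaction, not aldolase inhibition. Compounds at 57.5 uM final met coupling enzymes for 10 min at RT; substrate and AmpLite Red detection followed, with a 525/598 nm fluorescence read after 20 min.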
# FLuc modulator: firefly luciferase modulation, counter-screen for miR-21 project | purified FLuc, Km substrates, luminescence inhibition | Potency, µM (series often up to 57.5 µM), without a hit: top-dose activity change, negative = inhibition, most hits filed as inhibitors | 360,000 tested, 6.9% active | AID 588342;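 note: potency is the fitted concentration of half-maximal effect; plate controls were vehicle for no effect and reference inhibitor for full effect; nearly all actives have a fitted effect of over 55% in size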
# Target sequence (P08659 whole entry, looked up): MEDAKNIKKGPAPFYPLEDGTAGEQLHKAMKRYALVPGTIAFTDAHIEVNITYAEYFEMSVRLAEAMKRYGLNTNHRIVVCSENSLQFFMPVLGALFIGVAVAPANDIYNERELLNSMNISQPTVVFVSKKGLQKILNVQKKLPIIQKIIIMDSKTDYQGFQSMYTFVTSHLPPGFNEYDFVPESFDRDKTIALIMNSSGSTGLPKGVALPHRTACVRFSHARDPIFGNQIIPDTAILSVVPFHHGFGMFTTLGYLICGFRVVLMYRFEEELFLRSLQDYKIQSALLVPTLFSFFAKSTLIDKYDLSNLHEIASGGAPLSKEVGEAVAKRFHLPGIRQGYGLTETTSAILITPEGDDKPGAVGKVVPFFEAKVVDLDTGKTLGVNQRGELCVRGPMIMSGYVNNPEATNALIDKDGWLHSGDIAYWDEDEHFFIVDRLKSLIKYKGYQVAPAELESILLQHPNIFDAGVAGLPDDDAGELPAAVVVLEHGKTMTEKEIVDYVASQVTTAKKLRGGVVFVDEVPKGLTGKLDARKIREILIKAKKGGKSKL
#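 Purified P. pyralis luciferase (10nM final) with 10uM D-luciferin and 10uM ATP (Km levels) in 50mM Tris acetate pH 7.5, 10mM Mg acetate, 0.01% Tween-20, 0.05% BSA; qHTS 6-point titration, ~60 µM downward; luminescence read.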
# uPA generation: blocks generation of uPA at the cell surface | cell surface uPA generation assay, qHTS | Potency, µM (top dose mostly 38.3 µM), without a hit: at the top dose activity change, negative = inhibition, actives largely listed as inhibitors | AID 540303 | 330,000 tested, 0.31% active; active = well fitted inhibition curve with a large enough effect; inconclusive = small, poorly fitted or top-dose-only effect; inactive = no such curve, though single readings can be large or run the other way; tested in mouse RAW 264.7 cells; note: potency is the fitted concentration of half-maximal effect; % is set by controls: 0 for no effect and ±100 for the full control effect; nearly all actives have a fitted effect of over 55% in size
# Tb PFK inh: T. brucei PFK enzyme inhibition. T. brucei PFK, ADP-Glo luminescence. Potency, µM (titrated, usually from 57.5 µM), without a hit: top-dose activity, negative = inhibition, most hits filed as inhibitors. 330,000 tested, 0.17% active. AID 485367;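 note: potency is the fitted concentration of half-maximal effect; 0% = uninhibited 1x PFK enzyme wells and -100% = no-enzyme wells; nearly all actives have a fitted effect of over 60% in size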
#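 Luminescent ADP detection (ADP-Glo, two-step: ATP depletion then ADP-to-ATP conversion for luciferase) reported PFK activity after 45 min room-temperature reaction of 1.25 nM enzyme with 0.5 mM F6P and 0.1 mM ATP at pH 8.0.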
# * marks the source's active call; other numbers are inactive results; ? = inconclusive; . = no result given; & = joins results of further samples; [ ] = dose if it differs, or a comment. Unless noted, calls come from the whole dose curve; as a rule, active = well fitted curve in the direction sought with a large enough effect; inconclusive = small, poorly fitted or top-dose-only effect, or another doubt; inactive = no such curve, though single readings can be large; an effect the other way counts as inactive or inconclusive.
SMILES,Rab9 promoter act,Giardia killer,NPC1 prom act,RORgamma inh,ELG1 genotoxic,KCNH2 3.1 inh,Gal4-VP16 FLuc,Coupling enz,FLuc modulator,uPA generation,Tb PFK inh
Cc1ccc(C(=O)N(c2ccccn2)C(C)c2ccco2)cc1 (stereo unspecified),6.1%,-21.0,-0.8%,8.5%,-2.0%,21.8,5.0%,-0.6,-1.7%,-0.1%,-2.1%
CC(Sc1nccn1C)C(=O)c1ccc(Br)cc1 (stereo unspecified),-0.1%,-6.3,-3.3%,-36.9%,6.8%,-1.2,1.2%,0.1,3.5%,1.0%,-0.4%
CCC(Sc1nc2ccncc2[nH]1)C(=O)Nc1cc(Cl)ccc1C (stereo unspecified),0.9%,9.4,-1.4%,-19.7%,-7.9%,-7.1,0.0%,2.9,1.9%&-13.8%,10.4%,5.5%
COC(=O)C1=NN(c2cccc3ccccc23)C2C(=O)N(c3ccccc3OC)C(=O)C12 (stereo unspecified),0.2%,10.3,-0.2%,-18.5%,1.2%,1.4,-11.3%,0.6,0.9%,2.7%,-1.0%
COC(=O)Cn1ncn2c(cc3oc(C)cc32)c1=O,2.51µM*,45.0[activator],?,1.2%,?,-8.2,-4.5%,-1.7,15.1µM*,-4.8%,2.6%
COc1cc(/C=N/NC(=O)c2cccs2)ccc1OCc1ccccc1,4.3%,1.2,-4.0%,?,2.0%,-10.5,-7.6%,-0.2,?,-0.2%,-0.7%
CCc1nnc(NS(=O)(=O)c2ccc(N3C(=O)c4ccc(C(=O)O)cc4C3=O)cc2)s1,-3.2%,10.6,-4.8%,-21.3%,-0.9%,-12.1,-1.3%,18.2,?,3.0%,2.2%
CC(C)CN(C(=O)COC(=O)CNC(=O)c1ccccc1)c1c(N)n(Cc2ccccc2)c(=O)[nH]c1=O,-1.6%,1.4,0.2%,.,-0.8%,-1.3,.,.,0.2%,-2.2%,8.1%
Cc1ccc(S(=O)(=O)N2CCC(C(=O)OCC(=O)N3CCCC3=O)CC2)cc1C,-6.9%,15.2,1.5%,.,1.3%,-17.3,.,.,-4.7%,13.0%,4.4%
COc1cc(OC)c2c(c1)C(=O)c1cc(OC)cc(OC)c1C2=O,3.0%,-14.6,0.2%,-16.7%,4.7%,-13.7,-8.6%,3.7,-2.0%,3.5%,-2.2%
Cc1ccc(CSCCNC(=O)CSc2ccccc2)cc1,-8.5%,-6.7,-2.0%,-1.6%,-0.6%,-17.3,-24.5%,2.1,4.0%,1.5%,-2.4%
Cc1ccc(C)c(NC(=S)N2CCCCC2CO)c1 (stereo unspecified),-2.0%,8.4,-6.1%,0.3%,1.8%,4.5,1.6%,0.3,0.0%,5.9%,10.3%
O=C(NC(=S)NN1CCOCC1)c1cc(Br)ccc1Cl,.,10.3,.,.,0.2%,-4.4,.,.,.,24.6%,-14.7%
O=C(C[C@H]1C/C=C\C[C@H](NC(=O)OCC2c3ccccc3-c3ccccc32)C(=O)O[C@@H](c2ccccc2)CNC1=O)NCCO,.,7.1,.,.,0.4%,1.2,.,.,.,-15.8%,3.6%
Cc1nn(-c2ccccn2)c2c1-c1nc(N)ncc1CC2,3.16µM*,-3.5,3.55µM*,-31.0%,7.9%,-2.0,-14.2%,-47.1*,10.7µM*,-3.9%,-2.5%
CN(C)S(=O)(=O)c1ccc(Cl)c(NC(=O)COC(=O)CN2C(=O)C3CCCCC3C2=O)c1 (stereo unspecified),-2.1%,-5.5,-8.5%,-11.6%,-0.3%,2.3,0.0%,0.5,-2.7%,-0.9%,-0.3%
COc1ccc(N(CC(=O)NCCSCc2cccc(Cl)c2)S(C)(=O)=O)cc1Cl,3.1%,23.8,1.9%,42.9%,-6.9%,8.9,-5.4%,-2.2,4.6%,3.2%,1.8%
CCN(CC)S(=O)(=O)c1cc(NC(=S)NC(=O)C2CCCC2)ccc1C,.,-19.3,.,.,-0.8%,7.1,.,.,.,-19.4%,-1.3%
COc1ccc(S(=O)Cc2ccc(C(=O)NCc3cccc(OC)c3)o2)cc1 (stereo unspecified),3.4%,-8.6,-2.0%,7.8%,-0.4%,11.0,-3.2%,.,-0.3%,7.6%,-1.0%
COc1ccc(/C=N\NC(=O)c2ccccc2F)cc1COc1ccc(F)cc1,8.3%,-16.4,-29.1%,-28.4%,.,-1.9,-7.9%,4.4,0.5%,-5.6%,-10.5%
CCCOC(=O)c1[nH]c2c(c1C)C(=O)CC(c1ccc(OC)c(OC)c1)C2 (stereo unspecified),-12.5%,5.8,-3.3%,4.3%,-0.2%,-7.1,-3.9%,1.6,-1.4%,3.4%,-0.3%
COc1ccc(CNC(=O)c2ccc(NS(=O)(=O)c3ccc4[nH]c(=O)[nH]c4c3)cc2)cc1OC,0.8%,-6.4,0.8%,.,-3.7%,-4.6,.,.,0.2%,1.7%,9.1%
O=C(NC(=S)Nc1ccc2cn[nH]c2c1)c1ccccc1,4.47µM*,-3.0,3.55µM*,?,2.9%,-3.1,6.2%,-0.9,19µM*,-1.0%,3.9%
CN(Cc1ccc(Cl)cc1)C(=O)c1ccc2ccccc2n1,-2.9%,33.3[activator],-44.4%[inhibitor],-4.2%,1.1%,21.4,3.2%,1.2,1.7%,-2.2%,0.4%
CCN(CC(=O)Nc1ccc2c(c1)OCCO2)Cc1cc(=O)oc2cc(C)c(C)cc12,0.7%,1.3,1.4%,26.5%,18.6%,-10.7,0.3%[0.365 µM],-0.2,0.1%,.,0.0%
COc1ccc(C(=O)Nc2ccc(Cl)cc2F)cc1S(=O)(=O)N1CCCC1,-1.5%,6.0,-3.2%,.,-3.1%,-15.2,.,.,.,-4.6%,-0.1%
CC1(C)Cc2nc3sc4c(N5CCCC5)nnnc4c3cc2CO1,-0.4%,.,0.9%,16.0%,4.1%,.,-16.5%,0.1,-3.1%,.,-2.9%
O=C(CCN1CCN(c2ccccc2)CC1)N/N=C/c1ccc([N+](=O)[O-])o1,-0.1%,?,2.6%,17.8µM*,-12.3%,-23.4,-20.3%,-0.4,-0.1%,-11.0%,-0.2%
O=C(C1CC(=O)N(c2ccc3c(c2)OCCO3)C1)N1CCN(c2ccccc2)CC1 (stereo unspecified),-14.6%,15.1,-3.8%,2.4%,13.6%,-2.5,5.0%,1.9,-6.7%,-2.7%,-4.6%
O=C(C1COc2ccccc2O1)N1CCN(c2ccc([N+](=O)[O-])cc2)CC1 (stereo unspecified),.,18.6,.,.,-4.6%,-73.2*,.,.,.,-0.8%,-17.7%
CC(=O)Nc1c(O)nc(SCC(=O)Nc2sc3c(c2C#N)CCCCCC3)[nH]c1=O,0.6%,6.2,-1.6%,6.1%,-1.5%,-24.8,3.3%,10.2,-11.6%,.,-1.6%
CC1(NC(=O)Nc2cc([N+](=O)[O-])ccc2O)CCS(=O)(=O)C1 (stereo unspecified),-2.4%,12.1,-1.8%,.,-0.4%,-3.3,.,.,-1.4%,-9.2%,-8.5%
CC(CNC(=O)Cn1ccc2cc(S(=O)(=O)N3CCCC3)ccc21)c1ccccc1 (stereo unspecified),-3.5%,4.2,-5.3%,28.9%,-5.8%,2.1,-5.6%,2.5,-2.5%,-4.7%,-3.6%
CC(C)Oc1ccc(C(=O)Nc2ccc(N3CCCCC3)cc2)cc1,0.5%,-5.5,6.8%,11.2%,-0.5%,12.9,-9.0%,1.0,?,0.5%,-1.0%
O=C(COC(=O)c1ccc(Cl)c(S(=O)(=O)N2CCCC2)c1)NC1CCCCC1,0.2%,-5.8,-1.3%,17.4%,0.2%,-2.5,-5.6%,0.1,-8.8%,-2.9%,4.1%
CC(=O)c1cccc(NC(=O)C2CCCCC2)c1,-4.7%,-19.9,3.8%,?,-2.5%,-2.8,?,4.4,-3.7%,-1.6%,2.4%
Cc1ccc(S(=O)(=O)Nc2c(C)n(C)n(-c3ccccc3)c2=O)cc1,-10.0%&-2.9%,-18.2&19.6,1.2%&-1.5%,5.4%&2.1%,-0.1%&0.1%,5.7&1.4,0.2%&-2.3%,0.9&-4.5,-1.2%&0.3%,-1.6%&5.2%,0.3%&-1.4%
CN(C)/C=C(/C(=O)c1ccc(Cl)cc1Cl)S(=O)(=O)c1ccccc1,5.6%,6.6,0.5%,-0.5%,14.9%,-0.7,2.2%,6.0,2.6%,-5.0%,-7.2%
O=C(COC(=O)C12CC3CC(CC(Cl)(C3)C1)C2)Nc1ccccc1,.,-7.7,.,.,2.6%,-6.3,.,.,.,5.0%,3.7%
Cc1noc(C(=O)Nc2cccc(Cl)c2)c1Cl,18.8%,1.1,21.8%,33.3%,12.9%,10.1,-5.9%,-2.9,?,-12.5%,-10.2%
